Screening results deposited in PubChem BioAssay by several laboratories.
SRC2 TRFRET art: flags TR-FRET format artefacts in PPARgamma SRC-2 recruitment agonist screen | 200,000 compounds, 0.4% hits | TR-FRET ratio at 8 µM | TR-FRET artefact counter-screen; stronger effect = higher value | AID 1049; in the data active = TR-FRET ratio above about 2000; also: inactives centre near 1500
HMGR II inh: blocks class II HMG-CoA reductase of Enterococcus faecalis; inhibition, % at 10 µM; 190,000 compounds, 0.41% hits; purified E. faecalis HMGR, NADPH absorbance 340 nm kinetic;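 active = inhibition above a set limit, the median over all tested compounds plus 3 SD, cut at about 9.5% in these data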;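 also: enzyme runs in reverse so mevalonate oxidation gives rising NADPH absorbance; 0% = complete reaction with DMSO and 100% = background rate lacking mevalonate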
PPARg SRC-2 ag: agonists of SRC-2 recruitment by human PPARgamma; activation, % at 8 µM; 200,000 compounds, 0.34% hits; PPARgamma LBD-SRC-2 recruitment, biochemical; in the data active = activation above about 22%;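 also: 0% = vehicle and 100% = reference agonist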
Target sequence (P37231 whole entry, looked up, the tested form may be a part): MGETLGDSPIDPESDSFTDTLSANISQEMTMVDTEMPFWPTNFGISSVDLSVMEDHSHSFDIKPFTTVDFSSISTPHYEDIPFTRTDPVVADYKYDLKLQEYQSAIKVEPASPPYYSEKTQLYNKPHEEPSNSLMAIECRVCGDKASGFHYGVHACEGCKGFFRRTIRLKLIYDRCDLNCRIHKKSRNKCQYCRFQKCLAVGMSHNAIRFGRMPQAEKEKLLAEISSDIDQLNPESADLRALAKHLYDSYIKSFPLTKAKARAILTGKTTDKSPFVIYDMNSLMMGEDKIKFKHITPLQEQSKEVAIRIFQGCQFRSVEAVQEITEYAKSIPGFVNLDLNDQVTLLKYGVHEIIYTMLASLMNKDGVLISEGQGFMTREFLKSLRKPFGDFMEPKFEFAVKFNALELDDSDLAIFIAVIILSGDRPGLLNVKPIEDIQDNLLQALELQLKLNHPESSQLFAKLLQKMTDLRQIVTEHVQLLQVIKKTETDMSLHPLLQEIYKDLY
TNAP act hiacc: increases human TNAP activity under high phosphate acceptor concentration; P05186; purified TNAP, CDP-star luminescence, 1 M DEA, 30 min; stronger effect = higher value; 0 = EDTA background, 1 = DMSO-only activity; activation factor at 20 µM; 200,000 tested, under 10 active;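 active = activation factor at least 2 at 20 µM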
Target sequence (P05186 whole entry, looked up): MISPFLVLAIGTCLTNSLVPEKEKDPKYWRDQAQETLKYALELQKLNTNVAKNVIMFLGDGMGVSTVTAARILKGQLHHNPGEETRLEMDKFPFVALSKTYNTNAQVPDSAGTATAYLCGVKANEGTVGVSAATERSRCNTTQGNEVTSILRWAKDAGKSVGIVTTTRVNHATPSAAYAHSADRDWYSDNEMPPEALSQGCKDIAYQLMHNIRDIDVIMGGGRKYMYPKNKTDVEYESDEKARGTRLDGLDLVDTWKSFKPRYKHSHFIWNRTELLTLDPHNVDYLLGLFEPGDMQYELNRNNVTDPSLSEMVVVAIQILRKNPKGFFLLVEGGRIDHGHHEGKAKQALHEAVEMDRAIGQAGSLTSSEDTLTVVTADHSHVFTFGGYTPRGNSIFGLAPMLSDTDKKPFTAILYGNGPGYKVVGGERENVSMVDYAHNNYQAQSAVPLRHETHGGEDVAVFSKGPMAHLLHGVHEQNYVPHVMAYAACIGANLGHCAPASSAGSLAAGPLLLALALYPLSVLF
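system = human TNAP | amount = enzyme diluted 1/800 final | reagent = 100 µM CDP-star substrate | signal = luminescent substrate turnover signal | dosing = one dose, 20 µM | benchmarks = EDTA negative control, DMSO positive control | measure = activation factor | timing = 30 min reaction, room temperature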
TNAP inh hi DEA: blocks human TNAP under high phosphate acceptor concentration; 200,000 compounds, 0.03% hits; inhibition, % at 20 µM; purified TNAP, CDP-star luminescence, 1 M DEA;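 active = over 50% inhibition of tissue-nonspecific alkaline phosphatase at 20 µM in the single-dose screen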;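 also: plate controls were DMSO wells for no effect and EDTA-quenched wells as full inhibition for full effect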
TNAP inh no acc: TNAP (human) inhibition, acceptor-free conditions | P05186 | 200,000 compounds, 0.26% hits | AID 1012 | inhibition, % at 20 µM | purified TNAP, CDP-star luminescence, 30 min;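 active = tissue-nonspecific alkaline phosphatase inhibition above about 50% at 20 µM in the single-dose screen, limit read from the data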;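 also: 0% = DMSO negative control and 100% = EDTA positive control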
PPARg SRC1 recr: promotes SRC-1 coactivator recruitment by human PPARgamma. P37231. 200,000 compounds, 0.41% hits. activation, % at 8 µM. PPARgamma-SRC-1 coactivator recruitment biochemical assay; in the data active = activation above about 19%;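 also: 0% = DMSO and 100% = reference agonist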
bIAP activator: increases bovine intestinal alkaline phosphatase activity. purified bovine IAP, CDP-star luminescence, 30 min; stronger effect = higher value; fold of DMSO-control signal, blank-subtracted. activation factor at 20 µM. 200,000 compounds, 0.17% hits;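 active = activation factor of 2 or more at 20 µM, a signal rise over negative controls twice the positive control's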
bIAP inhibitor: intestinal alkaline phosphatase (bovine) inhibition | purified bovine IAP, CDP-star luminescence, 30 min | inhibition, % at 20 µM | 190,000 tested, under 10 active | AID 1019;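 active = over 50% inhibition of intestinal alkaline phosphatase at 20 µM in the single-dose screen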
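System: purified bovine intestinal alkaline phosphatase (IAP) enzyme; Input: IAP diluted 1/65,000,000 in the well; Measured by: CDP-star luminescence signal; Compound dosing: 20 µM single dose; Incubation: 30 min reaction at room temperature.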
PPARg SRC-3 ag: PPARgamma-driven SRC-3 recruitment agonism; biochemical PPARgamma/SRC-3 coactivator recruitment assay; activation, % at 8 µM; 200,000 compounds, 0.26% hits; in the data active = activation above about 23%;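 also: 0% = DMSO and 100% = reference agonist; some compounds past the cut are filed as inactive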
* = called active by the depositor; nt = no result given. A portion of the library; the hit share may differ from the screen's.

SMILES	SRC2 TRFRET art	HMGR II inh	PPARg SRC-2 ag	TNAP act hiacc	TNAP inh hi DEA	TNAP inh no acc	PPARg SRC1 recr	bIAP activator	bIAP inhibitor	PPARg SRC-3 ag
COc1cccc(CN2CCCCC2c2cccnc2)c1 (stereo unspecified)	1614	-6	-3	1	-4	-10	0	0.9	5	-9
O=C1NC(=O)N(CCc2ccc(F)cc2)C(=O)/C1=C\C=C\c1ccccc1	1364	1	2	1	0	-1	0	0.8	20	0
CCCC(=O)Nc1ccc(N2CCN(CC)CC2)c(Cl)c1	1565	-2	1	1	0	8	2	1	0	-4
O=[N+]([O-])c1ccc(NCc2ccccc2)c2nonc12	1653	3	8	0.8	20	-5	14	1	0	4
COc1cccc(-c2nc(CS(=O)CC(=O)N3CCC4(CC3)OCCO4)c(C)o2)c1 (stereo unspecified)	1497	-3	-1	1	1	-5	8	0.9	7	-4
O=C1NC(=O)N(Cc2ccco2)C(=O)/C1=C\c1cccn1CCOc1ccc(Cl)cc1	1735	1	2	1	-2	16	3	0.9	15	5
Cc1ncc([N+](=O)[O-])n1CCOc1nonc1N	1362	-4	2	1	-3	-5	-1	1	4	-2
CC(C)[C@@]1(NC(=O)[C@@H]2C[C@@H]3c4cccc5[nH]cc(c45)C[C@H]3N(C)C2)O[C@@]2(O)[C@@H]3CCCN3C(=O)[C@H](Cc3ccccc3)N2C1=O	1509	-1	2	1	2	-7	14	0.9	6	-2
CCOc1ccccc1-n1c(O)c(C=NCc2ccc3c(c2)OCO3)c(=O)[nH]c1=O	1611	-4	3	1	-5	-9	6	1.1	-9	3
O=C(c1ccncc1)C12CN3CN(CN(C3)C1)C2	1536	3	-2	1	0	-6	-7	0.9	10	-21
COc1ccc(-c2csc(NC(=O)COC(=O)Cc3ccccc3)n2)cc1OC	1613	3	9	1	-3	-20	0	1.1	-5	-2
O=C(CSc1ccccc1)N1CCC2(CC1)OCCO2	1402	-5	1	1	2	-4	0	1	3	12
Cc1ccc2occ(CN3CC4CC(C3)c3cccc(=O)n3C4)c(=O)c2c1 (stereo unspecified)	1578	3	5	1	-2	-12	4	1	0	-1
O=Cc1cn(Cc2c(F)cccc2Cl)c2ccccc12	1478	-4	2	1.1	-5	-7	-5	0.8	16	-1
CCOP(=S)(OCC)SCOC(=O)NCC(=O)OC	1512	3	4	1	-3	-9	4	1	3	-7
CCC(=NCc1cccnc1)c1c(O)n(C2CCCCC2)c(=O)[nH]c1=O	1605	0	-4	1	-3	-5	6	1	-4	8
CN(C)c1ccc(NC(=O)CN2C(=O)CN=C(c3ccccc3)c3cc(Cl)ccc32)cc1	1494	-3	-4	1	-3	-12	1	1	-4	-11
NC(=O)CS(=O)C(c1ccccc1)c1ccccc1 (stereo unspecified)	1600	6	9	1.1	-8	-13	10	0.9	7	2
COC(=O)C1=C(N)Oc2cc(C)oc(=O)c2C12C(=O)Nc1ccccc12 (stereo unspecified)	1606	-1	3	1.1	-9	-2	2	1	-2	-1
CN(C)S(=O)(=O)c1cc(NC(=O)COC(=O)Cc2ccccc2)ccc1Cl	1352	-5	1	1	-1	-1	6	1	2	8
CCN(CC)CCN=Cc1c(O)n(C2CCCCCC2)c(=O)[nH]c1=O	1555	-1	6	1.1	-6	-2	-2	0.9	12	3
Cc1ccc2cc3cc(C(=O)N4CCC5(CC4)OCCO5)oc3nc2c1	1695	6	1	1	-1	-9	7	0.9	11	6
CN1c2ccccc2Oc2ccccc21	1664	-6	-1	1	0	-15	2	0.8	18	7
COc1c(C)cc(C(=O)C2CCCN(Cc3ccccn3)C2)cc1C (stereo unspecified)	1688	-2	12	1	3	-2	9	1	4	9
CC/C(=N\Nc1ccccc1)c1c(O)n(C)c(=O)n(C)c1=O	1393	-7	4	1.1	-6	-4	-4	0.7	27	-4
CCCc1[nH]nc2c1C1(C(=O)N(Cc3ccccc3)c3ccccc31)C(C(=O)OC)=C(N)O2 (stereo unspecified)	1526	-5	4	1.1	-12	-6	7	1	0	8
CC(=O)OC1N=C(c2ccc(Cl)cc2)c2cc(Br)ccc2NC1=O (stereo unspecified)	1550	1	3	1	-2	-12	-9	0.7	33	-11
Oc1ccc2c3c1O[C@H]1c4[nH]c5ccccc5c4C[C@@]4(O)C(C2)N(CC2CC2)CC[C@]314	1485	6	6	1	-5	-6	2	0.9	6	2
COc1ccc(C2SCC(=O)Nc3c2c(=O)[nH]n3C2CCCCCC2)cc1 (stereo unspecified)	1672	-2	6	1.1	-10	-10	0	1.1	-15	3
CC(C)=CCC12CN3CCN(CC(C3)C1=O)C2	1674	-4	0	1	-2	-8	8	1	4	4
CCC(C)N1C(=O)NC(=O)C2(Cc3c(ccc4ccccc34)N(C)C2)C1=O (stereo unspecified)	1727	-5	2	1	-2	-4	16	0.9	7	13
CCOC(=O)c1c(-n2c(C)cc(/C=C3\C(=O)NC(=O)N(C)C3=O)c2C)sc2c1CCCC2	1397	-4	5	1	-4	-2	8	0.7	26	9
Cc1c(/C=C2/CC3C4CC=C5CC(O)CCC5(C)C4CCC3(C)C2=O)cnn1C (stereo unspecified)	1730	nt	8	nt	nt	nt	2	nt	nt	-6
CCn1ccnc1CN1CCCC(C(=O)c2cc(F)ccc2OC)C1 (stereo unspecified)	1586	1	-8	1.2	-16	-5	6	1.1	-7	-4
Cc1ccc(-c2cc(-c3ccc(C)cc3)[n+](C)o2)cc1	1384	-5	-10	1	-1	-8	0	1	-2	0
O=c1c2ccccc2nc(/C=C/c2ccc3c(c2)OCO3)n1-c1ccccc1	1683	-6	-4	1.1	-5	-4	3	1.3	-26	6
CN1CCN(c2ccc(N)c(N3CCN(C)CC3)c2)CC1	1491	1	3	1.1	-6	6	-4	1	0	6
CC(C)n1c(=O)c(C=Nc2ccc(S(N)(=O)=O)cc2)c(O)n(Cc2ccco2)c1=O	1445	0	-1	1	1	6	1	1.1	-5	1
CC(=NCCN1CCCCC1)c1c(O)[nH]c(=O)[nH]c1=O	1475	-1	-3	1	-2	-5	-9	1	4	-1
CCC(=Nc1ccccc1NC(C)=O)c1c(O)n(C)c(=O)n(C)c1=O	1506	1	2	1	1	-9	3	1	0	14
O=C1NC(=O)N(c2ccccc2F)C(=O)/C1=C/c1ccc(Sc2nc3ccccc3[nH]2)o1	1722	3	12	0.9	9	27	12	0.9	13	2
O=C1NC(=S)NC(=O)C12C(c1ccc(F)cc1)NC(=S)NC2c1ccc(F)cc1 (stereo unspecified)	1501	-6	6	1	-3	-11	0	0.5	47	-5
CCn1c(O)c(C=Nc2ccc(N3CCOCC3)c(Br)c2)c(=O)n(CC)c1=S	1564	1	-2	1	-4	-4	-3	1	3	13
CC(=NCc1cccnc1)c1c(O)n(Cc2ccccc2)c(=O)[nH]c1=O	1580	1	2	1	-2	-4	1	1.2	-17	-3
NC(=O)Nc1ccc(C(=O)OCC(=O)Nc2ccc(Cl)cc2C(=O)c2ccccc2)cc1	1699	-5	11	1	-2	-7	5	1	3	0
CN1CCC(O)(c2ccccc2)C(C(=O)c2ccccc2)C1 (stereo unspecified)	1569	-5	5	1	-2	-6	9	1	-2	-1
CC1=CC2/C=C(\C)CCC(O)C(O)/C=C/C(=O)C23C(=O)NC(CC(C)C)C3C1C (stereo unspecified)	1696	-2	-3	1.1	-7	-4	4	1	4	6
O=c1c2ccccc2nc(CSc2ncnc3nc[nH]c23)n1-c1ccccc1Cl	1795	-5	9	1	1	2	5	0.9	5	1
N#Cc1cc(F)c(N2CCNCC2)cc1Cl	1648	-10	0	1	-4	-3	1	0.9	14	15
O=C1N(c2ccc(Cl)cc2)C(c2cccnc2)N2CCCN12 (stereo unspecified)	1480	-2	-2	1	0	-8	0	1.1	-7	-1
COc1cc(CN2CCN(c3cc(C)ccc3C)CC2)ccc1O	1515	-9	2	1	-5	1	-5	1.1	-7	1
c1ccc2c(c1)OCC(C1=NCCN1)O2 (stereo unspecified)	1545	0	2	1	-4	-15	6	0.9	10	3

Given with values under each structure: entries from further up.
Results follow in this order: SRC2 TRFRET art | HMGR II inh | PPARg SRC-2 ag | TNAP act hiacc | TNAP inh hi DEA | TNAP inh no acc | PPARg SRC1 recr | bIAP activator | bIAP inhibitor | PPARg SRC-3 ag
- CC(=NCCN1CCCCC1)c1c(O)[nH]c(=O)[nH]c1=O
 : 1475 | -1 | -3 | 1 | -2 | -5 | -9 | 1 | 4 | -1
- CCC(=Nc1ccccc1NC(C)=O)c1c(O)n(C)c(=O)n(C)c1=O
 : 1506 | 1 | 2 | 1 | 1 | -9 | 3 | 1 | 0 | 14
- O=C1NC(=O)N(c2ccccc2F)C(=O)/C1=C/c1ccc(Sc2nc3ccccc3[nH]2)o1
 : 1722 | 3 | 12 | 0.9 | 9 | 27 | 12 | 0.9 | 13 | 2
- O=C1NC(=S)NC(=O)C12C(c1ccc(F)cc1)NC(=S)NC2c1ccc(F)cc1 (stereo unspecified)
 : 1501 | -6 | 6 | 1 | -3 | -11 | 0 | 0.5 | 47 | -5
- CCn1c(O)c(C=Nc2ccc(N3CCOCC3)c(Br)c2)c(=O)n(CC)c1=S
 : 1564 | 1 | -2 | 1 | -4 | -4 | -3 | 1 | 3 | 13
- CC(=NCc1cccnc1)c1c(O)n(Cc2ccccc2)c(=O)[nH]c1=O
 : 1580 | 1 | 2 | 1 | -2 | -4 | 1 | 1.2 | -17 | -3
- NC(=O)Nc1ccc(C(=O)OCC(=O)Nc2ccc(Cl)cc2C(=O)c2ccccc2)cc1
 : 1699 | -5 | 11 | 1 | -2 | -7 | 5 | 1 | 3 | 0
- CN1CCC(O)(c2ccccc2)C(C(=O)c2ccccc2)C1 (stereo unspecified)
 : 1569 | -5 | 5 | 1 | -2 | -6 | 9 | 1 | -2 | -1
- CC1=CC2/C=C(\C)CCC(O)C(O)/C=C/C(=O)C23C(=O)NC(CC(C)C)C3C1C (stereo unspecified)
 : 1696 | -2 | -3 | 1.1 | -7 | -4 | 4 | 1 | 4 | 6
- O=c1c2ccccc2nc(CSc2ncnc3nc[nH]c23)n1-c1ccccc1Cl
 : 1795 | -5 | 9 | 1 | 1 | 2 | 5 | 0.9 | 5 | 1
- N#Cc1cc(F)c(N2CCNCC2)cc1Cl
 : 1648 | -10 | 0 | 1 | -4 | -3 | 1 | 0.9 | 14 | 15
- O=C1N(c2ccc(Cl)cc2)C(c2cccnc2)N2CCCN12 (stereo unspecified)
 : 1480 | -2 | -2 | 1 | 0 | -8 | 0 | 1.1 | -7 | -1
- COc1cc(CN2CCN(c3cc(C)ccc3C)CC2)ccc1O
 : 1515 | -9 | 2 | 1 | -5 | 1 | -5 | 1.1 | -7 | 1
- c1ccc2c(c1)OCC(C1=NCCN1)O2 (stereo unspecified)
 : 1545 | 0 | 2 | 1 | -4 | -15 | 6 | 0.9 | 10 | 3
